Source: PubChem
CXXC DNA block – inhibitors of human MLL CXXC domain-DNA interaction. MLL-CXXC / FITC-HOXA9 DNA fluorescence polarization. Q03164. hit rate 0.037% among 290,000. Potency, µM (doses to about 115 µM), for inactives: at the highest dose activity change, negative = inhibition, hits mostly inhibitors. AID 2662; active means well fitted inhibition curve with a large enough effect in the polarisation, with a control signal flat, not every such curve was filed as active; inconclusive means small, poorly fitted or top-dose-only effect, or effect the other way, or a change in a side signal; inactive means no such curve, though single readings can be large or run the other way; the % refers to the polarisation; further: potency means the concentration at half of the fitted maximal effect
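Steps: dispense CXXC domain solution (7 uM) → pin compounds or unlabeled HOX-A9 DNA control → 5 min ambient → add FLSN-HOX-A9 solution (50 nM) → spin → 30 min ambient → fluorescence polarization. Tris pH 7.5/NaCl/DTT/BSA buffer.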
a7 integrin act – integrin-mediated muscular dystrophy alleviation activation; hit rate 0.064% among 350,000; Potency, µM (highest dose often 38.3 µM), without a hit: top-dose activation, hits mostly activators; AID 624291; alpha7betagal myoblasts, beta-gal FDG fluorescence, 48 h;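 further: potency means the concentration at half of the fitted maximal effect; 100% = response of the positive control SU9516; nearly all actives have a fitted effect of over 60% in size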
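alpha7betagal+/- myoblasts (passage 13, 250/well) treated 48 h at 37C with compounds at 1:260 dilution of DMSO stock. Lysed, then beta-galactosidase activity read as FDG fluorescence (ex 480/em 540) after 30 min, with pre-read for autofluorescence.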
S-ASM inh – blocks human secretory acid sphingomyelinase; P17405; placental ASM, HMU-PC fluorogenic substrate, 60 min; Potency, µM (highest dose often 57.5 µM), for inactives: at the highest dose activity change, negative = inhibition, usual class: inhibitors; hit rate 0.006% among 340,000; further: potency means the concentration at half of the fitted maximal effect
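Human placenta-derived ASM preincubated with compound 10 min at room temperature, then reacted with 9 uM (final) fluorogenic HMU-PC substrate for 60 min at 37 C. Stop solution raises pH to 10; fluorescence read at Ex 386/Em 447 nm.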
FBPA coupling cs – inhibits coupling enzyme system, counter-screen for aldolase hits | coupling enzyme system counterscreen, AmpLite Red fluorescence | activity change, negative = inhibition, % at 58.2 µM, hits read low | hit rate 0.67% among 290,000 | AID 2472; in the data active means activity change below about -30%; further: on the % scale 0 is the no-effect control and ±100 the full control effect
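Coupling enzymes only (glyceraldehyde-3-phosphate) + compound, at 57.5 uM final, 10 min RT; add substrate/coupling/AmpLite Red mix, 20 min RT; fluorescence ex 525/em 598 nm. Actives flag coupling-system interference.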
KCNH2 3.1 block – inhibitors of human KCNH2 3.1 potassium channel isoform; U2OS KCNH2 3.1, thallium flux FluxOr; active compounds read low; activity change, % (tested at about 1.8 µM); hit rate 0.95% among 340,000; AID 720553;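 active means maximum activity change below -70%; inconclusive means maximum activity change from -70% to -50%; inactive means maximum activity change above -50%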;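 further: thallium influx rate constant from kinetic fluorescence after stimulation buffer; on the % scale 0 is the no-effect control and ±100 the full control effect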
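Thallium flux read-out: FluxOr dye with Red40 quencher in HBSS/HEPES, 45 min at RT. Rate constants from kinetic reads were normalized to positive and negative DMSO controls. Cells: U2OS virally expressing the 3.1 isoform.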
MBNL1 CUG block – inhibitors of human MBNL1 binding to CUG repeat RNA; Q9NR56; TR-FRET MBNL1-His/biotin-(CUG)12 binding, 665/545 ratio; Potency, µM (doses to about 57.5 µM), without a hit: at the highest dose activity change, negative = inhibition, actives largely listed as inhibitors; hit rate 0.036% among 280,000; AID 2675; active means well fitted inhibition curve with a large enough effect in the signal ratio, with a control signal flat, not every such curve was filed as active; inconclusive means small, poorly fitted or top-dose-only effect, or effect the other way, or a change in a side signal; inactive means no such curve, though single readings can be large or run the other way; the % refers to the signal ratio; further: potency means the concentration at half of the fitted maximal effect; on the % scale 0 is the no-effect control and ±100 the full control effect
Target sequence (Q9NR56 whole entry, looked up): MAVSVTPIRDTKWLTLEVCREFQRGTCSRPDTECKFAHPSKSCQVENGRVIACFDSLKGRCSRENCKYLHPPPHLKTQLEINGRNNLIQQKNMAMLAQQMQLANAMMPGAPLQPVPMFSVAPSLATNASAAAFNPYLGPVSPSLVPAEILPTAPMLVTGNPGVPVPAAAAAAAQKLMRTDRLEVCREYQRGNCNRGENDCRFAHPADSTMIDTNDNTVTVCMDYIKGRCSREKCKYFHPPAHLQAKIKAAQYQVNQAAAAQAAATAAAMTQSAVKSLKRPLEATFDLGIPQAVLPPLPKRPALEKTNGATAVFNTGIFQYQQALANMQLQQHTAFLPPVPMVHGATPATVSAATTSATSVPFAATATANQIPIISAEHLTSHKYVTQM
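His-tagged MBNL1 binding to biotinylated (CUG)12 RNA was measured by TR-FRET using terbium anti-His antibody (0.055 ng/ul final) and streptavidin-XL665 (5 nM final). Compounds were titrated 92 nM to 58 uM; 60 min at room temperature.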
AT treatment – potential ataxia-telangiectasia treatment. […] A-T fibroblasts, KAP-1 phosphorylation AlphaLISA; neocarzinostatin DNA damage 30 min before lysis. Potency, µM (series often up to 57.5 µM), for inactives: top-dose activation, most hits filed as activators. hit rate 0.19% among 320,000. AID 485349; further: potency means the concentration at half of the fitted maximal effect; % of control where 0% means no effect; nearly all actives have a fitted effect of over 45% in size
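ATM-like activity read as KAP-1 phosphorylation via AlphaLISA donor/acceptor antibody pairs after lysis and 6 hr at 25C. Cells were ATM-null patient fibroblasts ([…], hTERT), dosed 60 min, then exposed to the DSB inducer NCS for 30 min.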
GALK inh – inhibitors of human galactokinase. P51570. Purified GALK, Kinase-Glo residual ATP luminescence. Potency, µM (top dose mostly 57.5 µM), for inactives: top-dose activity change, negative = inhibition, most hits filed as inhibitors. hit rate 0.007% among 270,000; further: potency means the concentration at half of the fitted maximal effect; on the % scale 0 is the no-effect control and ±100 the full control effect
Target sequence (P51570 whole entry, looked up): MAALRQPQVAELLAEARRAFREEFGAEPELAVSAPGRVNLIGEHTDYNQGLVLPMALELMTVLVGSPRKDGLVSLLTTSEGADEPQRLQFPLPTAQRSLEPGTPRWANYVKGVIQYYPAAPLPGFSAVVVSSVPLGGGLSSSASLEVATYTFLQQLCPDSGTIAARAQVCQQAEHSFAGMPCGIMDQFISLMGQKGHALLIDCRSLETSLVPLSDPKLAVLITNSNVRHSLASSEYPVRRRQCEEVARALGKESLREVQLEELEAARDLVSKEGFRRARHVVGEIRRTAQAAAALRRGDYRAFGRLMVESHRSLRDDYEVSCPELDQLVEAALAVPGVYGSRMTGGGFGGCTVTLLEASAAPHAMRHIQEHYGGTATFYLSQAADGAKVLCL
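Compounds were pin-transferred into ATP buffer (35 uM final), then GALK plus galactose (5 nM, 100 uM final) was added. After 1 h at room temperature, Kinase-Glo Plus was added and luminescence read after 10 min.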
hERG WT inh – KCNH2 (human, wildtype) channel inhibition; Q12809; U2OS, BacMam KCNH2, thallium flux FluxOr; active compounds read low; activity change, % at 1.84 µM; hit rate 0.37% among 340,000; AID 720551;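 active means maximum activity change below -70%; inconclusive means maximum activity change between -70% and -50%; inactive means maximum activity change above -50%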; further: on the % scale 0 is the no-effect control and ±100 the full control effect
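U2OS cells were transduced with wild-type KCNH2 virus (2.03 x 10^8 / mL) for 4 h at room temperature, then cultured overnight at 37 C. Thallium flux was read with FluxOr dye. Rate constants were normalized to DMSO controls.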
TRPV1 ag – human TRPV1 agonism. TRPV1-expressing cells, Fluo-8 calcium influx, agonist mode. activation, % at 8.33 µM. hit rate 0.19% among 320,000. AID 540275; in the data active means activation above about 80%; inconclusive means between about 30% and that limit; further: 0% is about no effect
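Fluo-8 calcium influx in TRPV1-expressing cells, kinetic read (ex 480/em 520 nm). Compound added and read 3 min for agonist activity, followed by capsaicin at EC20 final and 2 min further read for enhancement.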
* marks the source's active call; other numbers are inactive results; ? = inconclusive; nt = not tested or not shown; [ ] = remark or other dose. Unless noted, the call rests on the fitted dose curve; in most records, active means well fitted curve in the direction sought with a large enough effect; inconclusive means small, poorly fitted or top-dose-only effect, or another doubt; inactive means no such curve, though single readings can be large; an effect the other way counts as inactive or inconclusive.

SMILES	CXXC DNA block	a7 integrin act	S-ASM inh	FBPA coupling cs	KCNH2 3.1 block	MBNL1 CUG block	AT treatment	GALK inh	hERG WT inh	TRPV1 ag
Cc1ccc2cccc(N=Cc3c(C)[nH]n(-c4ccccc4)c3=O)c2n1	-3.4%	-54.1%[inhibitor]	?	-6.2	6.7	?	-3.2%	0.1%	-1.0	1.3
Cc1ccccc1N1C(=O)CC(N2CCN(C(=O)c3ccco3)CC2)C1=O (configuration not stated)	-1.8%	-20.6%	1.9%	nt	4.0	52.4%[activator]	-8.2%	-2.6%	30.5	25.5
COc1cc(-c2nnc(COc3ccc4cc(Br)ccc4c3)o2)cc(OC)c1OC	-7.9%	2.0%	-22.9%	0.2	-15.6	19.9%	-8.0%	5.2%	0.8	-1.6
O=C(Oc1ccc2ccc(O)cc2c1)C1CCCCC1	-13.8%	16.1%	-2.4%	-11.0	-4.9	-5.0%	-3.0%	-1.0%	1.0	5.9
Clc1ccc2oc(-c3cccnc3)nc2c1	-2.4%	7.4%	-2.5%	0.3	4.5	-5.2%	9.3%	-1.3%	-8.5	5.6
Cc1nn(C)c(C)c1NC(=O)CCl	-14.7%	-18.5%	15.1%	-0.9	3.5	-2.7%	-3.9%	0.7%	1.5	-4.0
N#Cc1ccc(COC(=O)C2CC(=O)N(CCc3ccccc3)C2)cc1 (configuration not stated)	nt	6.3%	-1.4%	nt	11.6	nt	-5.8%	nt	-24.9	8.6
CC1CN(CCc2ccccc2)c2nc3c(c(=O)n(C)c(=O)n3C)n2C1 (configuration not stated)	8.1%	14.8%	1.9%	nt	-2.0	-11.1%	-11.2%	1.0%	5.7	9.4
Cc1ccc(NC(=O)CN(C)Cc2nc3c(Br)cc(Br)cc3c(=O)[nH]2)cc1	9.0%	2.9%	-15.1%	-1.9	3.0	5.8%	1.6%	-1.5%	-25.3	1.3
O=C(Nc1nc(=O)c2ccccc2s1)c1ccc(F)cc1	1.8%	-50.0%[inhibitor]	0.8%	-6.7	-29.6	-4.2%	4.1%	-1.3%	-7.9	7.4
Cc1cc(=O)[nH]c(Nc2ccccc2C)n1	-1.8%	-2.9%	1.7%	-1.1	-0.6	-6.9%	-4.5%	-8.2%	-1.8	-8.3
CCOc1ccc(NC(=O)N2CCC(NC(=O)C(Cc3cccc(F)c3)NC(C)=O)CC2)cc1 (configuration not stated)	-8.2%	-22.9%	-0.8%	0.9	5.7	-1.6%	-2.0%	6.3%	2.2	0.5
Fc1ccc(/C=N\Nc2cccc(F)c2)cc1	-2.1%	3.2%	0.5%	0.3	6.4	-3.4%	-6.7%	-1.6%	-2.5	0.6
COc1cccc(CN2CCN(C(=O)c3cc(-c4cccnc4)nc4ccc(C)cc34)CC2)c1	3.4%	-33.0%	-0.3%	0.9	-3.3	17.1%	0.6%	2.1%	-21.2	17.5
Cc1cc(C=O)c(C)n1-c1ccc(NC2CCCC2)c([N+](=O)[O-])c1	9.6%	-53.7%[inhibitor]	-13.8%	nt	17.9	-1.5%	-4.0%	-4.5%	-5.0	2.8
O=C(NC1CCCC1)c1cccc(Cn2cc([N+](=O)[O-])cn2)c1	3.7%	4.5%	-0.2%	1.9	-3.2	1.0%	5.3%	1.8%	-20.0	-3.9
COc1c2ccc(OCC/C(C)=C/C(=O)C=C(C)C)cc2nc2occc12	nt	31.3%	63.4%[activator]	nt	9.1	nt	-2.1%	nt	4.2	nt
CCOC(=O)c1c(N)nn(C(=O)c2ccccc2F)c1-c1ccc(OC)cc1	72.4%[activator]	-4.4%	-6.4%	1.9	20.9	2.4%	3.2%	7.0%	7.2	9.4
CCN(Cc1ccccc1)c1ccc(/C=N/NC(=S)NC(C)C)cc1	0.1%	-8.0%	326.1%[activator]	-1.5	-14.9	3.4%	2.2%	0.3%	-2.2	6.0
CC(C)(C)NC(=O)CN(C(=O)c1snc(C(=O)NC2CCCCC2)c1N)c1ccc(F)cc1	-1.0%	25.2%	nt	-5.4	-20.8	1.6%	2.2%	-1.4%	2.0	21.9
Fc1ccc(CSc2nnc(Cc3sc(-c4ccccc4)nc3-c3ccccc3)o2)cc1	12.8%	15.8%	3.0%	1.9	7.5	-2.0%	nt	3.3%	-7.8	?
Cc1ccc(S(=O)(=O)N2CCN(C(=O)CN3C(=O)NC4(CCCC4)C3=O)CC2)c(C)c1	nt	6.5%	-0.9%	nt	-16.9	nt	1.7%	nt	-2.1	-2.4
Cc1ccc(N2CC(=O)N(NC(=O)CN3CCN(c4ccccc4)CC3)CC2=O)cc1	-9.8%	7.5%	5.1%	0.9	12.2	-3.1%	5.9%	-0.7%	11.8	-0.7
CC(C)C1Cc2c(sc3[nH]c(=S)n(Cc4ccccc4)c(=O)c23)CO1 (configuration not stated)	4.5%	-19.5%	-2.2%	3.7	-6.3	4.5%	-0.7%	0.5%	-5.6	2.2
Cn1c(=O)c2[nH]c(CCNC(=O)c3ccccc3)nc2n(C)c1=O	nt	0.0%	14.9%	nt	13.9	nt	nt	nt	3.9	nt
O=C1CCC([N+](=O)[O-])C(c2ccc3c(c2)OCO3)N1 (configuration not stated)	-2.1%	-5.8%	3.1%	-1.1	-14.4	-2.9%	2.6%	-0.6%	7.0	1.6
CCOc1ccccc1-n1c(SCC(N)=O)nnc1-c1ccc(O)cc1	-16.9%	-6.5%	3.9%	-1.0	22.3	-12.6%	3.1%	-1.7%	-2.4	0.0
O=C(Nc1ccc(Cl)cc1)C1CCCN(S(=O)(=O)c2cnc[nH]2)C1 (configuration not stated)	-9.1%	-3.6%	-0.5%	-5.0	2.6	11.6%	5.9%	2.5%	-2.5	-1.8
O=C(COC(=O)c1ccc(Cl)c([N+](=O)[O-])c1)Nc1ccccc1OC(F)F	-1.1%	-20.2%	-3.8%	1.7	0.6	nt	-2.4%	-1.8%	-6.8	2.4
COc1ccc(CC(=O)OCCc2cc3cc(OC)c(OC)cc3c(=O)o2)cc1	nt	-17.9%	-5.1%	nt	-29.1	nt	16.8%	nt	-0.7	-0.7
CN(c1ccccc1)S(=O)(=O)c1ccc2[nH]c(=O)oc2c1	-0.7%	8.3%	-0.6%	7.9	0.7	1.4%	6.8%	2.4%	-5.1	0.4
CCOC(=O)c1c(C2CC2)csc1NC(=O)COC(=O)CCS(=O)(=O)c1ccc(C)cc1	20.0%	-4.5%	5.4%	0.4	10.4	3.3%	6.8%	-2.1%	0.5	3.8
Oc1ccccc1-c1nnc(COc2ccccc2)o1	-16.2%	7.9%	4.3%	1.2	10.9	-5.4%	16.6%	1.0%	-2.0	nt
Cc1nc(N/C(N)=N/S(=O)(=O)c2ccccc2)nc2ccccc12	nt	0.0%	-0.7%	nt	22.5	nt	-3.2%	nt	1.0	nt
CCN(C(=O)N1CCOCC1)c1ccccc1C	3.5%	11.2%	-0.7%	0.6	4.3	-1.8%	4.1%	-2.6%	-4.2	3.8
Cc1ccc(F)cc1NC(=O)c1cccc2nccnc12	11.5%	-13.0%[7.66 µM]	-1.0%	5.0	11.7	2.5%	-9.6%	0.5%	-5.5	-0.3
CCN(CC)CCN(CC(=O)N(C1CCCCC1)C1CCCCC1)C(=O)c1ccco1	13.0%	-8.6%	-0.9%	0.2	-41.4	-15.5%	-1.2%	-2.3%	-4.1	3.6
CCC12CN(C(=O)c3ccco3)CC(CC)(CN(C(=O)c3ccco3)C1)C2=O	-0.3%	22.9%	5.3%	nt	3.8	-1.1%	-1.4%	4.5%	-4.9	0.7
CCOC(=O)c1c(COC(=O)c2ccco2)nc2ccccc2[n+]1[O-]	-3.1%	12.0%	-0.4%	3.1	3.2	?	-0.1%	-0.4%	12.2	-5.9
O=C(O)CCCCNS(=O)(=O)/C=C/c1ccccc1	9.6%	7.4%	-0.8%	-0.3	-6.7	-0.7%	9.5%	0.7%	-11.2	-0.7
CCc1cccc(NC(=O)CSC2=NS(=O)(=O)c3ccccc32)c1	31.6µM*	3.5%	-10.0%	5.0	1.3	-3.4%	-2.8%	1.7%	-5.2	9.7
Cn1c(CCN2CCOCC2)nc2cc(NC(=O)COc3ccc([N+](=O)[O-])cc3)ccc21	-2.0%	?	-0.7%	nt	-49.8	?	4.8%	0.7%	2.5	0.4
COc1ccc(NC(=O)CN(c2cccc(C(F)(F)F)c2)S(C)(=O)=O)cc1OC	-9.5%	-13.5%	-1.5%	-0.7	5.3	1.0%	-2.9%	0.1%	2.1	1.5

Entries listed above that bear a hit mark in CXXC DNA block.
structure,CXXC DNA block,a7 integrin act,S-ASM inh,MBNL1 CUG block,GALK inh,TRPV1 ag
CCc1cccc(NC(=O)CSC2=NS(=O)(=O)c3ccccc32)c1,31.6µM*,3.5%,-10.0%,-3.4%,1.7%,9.7
